Bioassay records as filed in PubChem BioAssay.
PGC1a acetyl inh = modulators of PGC1a acetylation; 350,000 tested, 0.17% active; AID 651687; U2OS PGC1a acetylation, AlphaScreen anti-acetyl-lysine; with virally co-expressed GCN5 acetyltransferase; inhibition, % at 15.6 µM;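 active = every replicate shows inhibition of at least 40%; inconclusive = mean inhibition at least 40% but some replicate below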;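 note: 0% = neutral control wells and 100% = positive control wells; some results beyond the cut were filed as inactive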
ARNT-TACC3 inh = disruptors of human ARNT/TACC3 interaction; AlphaScreen His-ARNT PAS-B/GST-TACC3 binding, luminescence; TACC3 fragment carries E629A point mutation; inhibition, % at 9.99 µM; 390,000 tested, 0.66% active;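 active = mean inhibition of replicates at least 50% and at least half of replicates each reaching 50%; inconclusive = half or more replicates reach 50% but mean below 50%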;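 note: 0% = complete ARNT plus TACC3 wells and 100% = ARNT alone without TACC3; many hits fall short of the cut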
PglD DTNB = inhibitors of Campylobacter jejuni PglD acetyltransferase. purified PglD enzyme, DTNB colorimetric CoA detection. inhibition, % at 12.5 µM. 360,000 tested, 0.098% active. AID 602405; in the data active = inhibition above about 16%, passing the limit was not always enough; inconclusive = no clear call, values can overlap the other calls; note: strong numbers were not always called active
Statin myotox sup = suppressors of simvastatin-induced myotoxicity in C2C12 myotubes | ATP luminescence, 48 h; scaled: DMSO 0, geranylgeraniol control 100 | rescue of ATP level, % at 7.49 µM | 330,000 tested, 0.78% active | AID 602340;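 active = mean ATP rescue above about 67%, or every replicate alone reaching that limit, limit read from the data, passing the limit was not always enough; inconclusive = no clear call, values can overlap the other calls; inactive = mean under the limit and some replicate under it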;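 note: myotubes were challenged with 10 µM simvastatin during compound exposure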
GSIS activator = GLuc luminescence reporter in INS-1E cells, primary screen for activators of glucose-dependent secretion of insulin | INS-1E GLuc reporter insulin secretion, 2-3 h | activation, % at 16.6 µM | 370,000 tested, 0.61% active;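 active = lowest replicate activation of at least 40%, so every replicate reaches that level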;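 note: 0% = median of neutral control wells and 100% = median of IBMX positive control wells; some compounds called inactive have numbers as strong as hits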
PAX8 inh HTS = PAX8 transcriptional activity inhibition | inhibition, % at 12.6 µM | 360,000 tested, 1.2% active | RMG-I TPO-luciferase reporter, SteadyGlo, 24 h;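 active = mean replicate inhibition at least 60% with every replicate also reaching 60%; inconclusive = only one of the two criteria is met; inactive = mean below 60% and not all replicates reaching 60%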;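 note: luciferase light reporting Pax8 driven TPO promoter activity; plate controls were median of neutral control wells for no effect and mitoxantrone controls for full effect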
Cneo AK release = Cryptococcus neoformans lysis via adenylate kinase release; C. neoformans lysis, adenylate kinase release luminescence, 4 h; normalised: neutral wells 0, clomiphene wells 100; lysis activity, % at 15 µM; 360,000 tested, 0.2% active;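 active = mean lysis activity across replicates of at least 80%, whatever share of replicates individually reach that level; inactive = mean lysis activity below 80%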
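Schedule: static 4 h at 37 °C with compound, 1 h detection; system: C. neoformans cells; benchmarks: Clomiphene as positive control; buffer or medium: fresh YPD medium; measure: luminescence rise reflecting yeast cell lysis; measured by: luminescent adenylate kinase detection reagent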
LGR2 antag = inhibitors of bursicon-induced Drosophila LGR2 receptor cAMP signaling. HEK293 LGR2, CRE-luciferase, bursicon-stimulated, 4 h. 380,000 tested, 0.35% active. inhibition, % at 9.99 µM;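 active = drop in luminescence signal, shown as inhibition above about 50% in the replicate tests, limit read from the data, passing the limit was not always enough; inconclusive = probably only some replicates passing the limit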;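 note: agonist challenge used bursicon conditioned medium at about half maximal strength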
Numbers without * were called inactive; ? = inconclusive; · = no result given; & = joins results of further samples. Hits appear at their usual frequency (roughly 2.9% active in at least one column).

Structure | PGC1a acetyl inh | ARNT-TACC3 inh | PglD DTNB | Statin myotox sup | GSIS activator | PAX8 inh HTS | Cneo AK release | LGR2 antag
O=C(Nc1ccn(Cc2c(F)c(F)cc(F)c2F)n1)c1ccc(COc2cc(Cl)ccc2Cl)o1 | -18 | -10 | -3 | -31 | · | · | 1 | ·
COc1ccc(C(=O)NCc2ccc3[nH]c(C)cc3c2)cc1OC | · | -21 | · | · | 16 | 17 | · | -5
CC(=O)N1CN(C2CCCC2)Cc2c1sc1c2CCCC1 | 1 | 11 | -1 | -9 | · | -1 | 1 | ·
CC(C)NC(=O)Nc1ccc2c(c1)C(=O)N([C@H](C)CO)C[C@@H](C)[C@@H](CN(C)C(=O)Nc1cccc3ccccc13)O2 | 1 | 4 | -5 | 17 | 10 | -2 | 7 | 1
Cc1cccc(OCC(=O)NS(=O)(=O)c2ccc(Br)cc2)c1 | · | 5 | 4 | · | -12 | 2 | -1 | -6
COC(=O)c1cnn(-c2ccc(C)c(C)c2)c1-n1cccc1 | -4 | 1 | -1 | 10 | 19 | · | 3 | -19
CO[C@@H]1CN(C)C(=O)c2ccc(NS(C)(=O)=O)cc2OC[C@@H](C)N(C(=O)c2ccc3c(c2)OCO3)C[C@H]1C | 0 | -11 | 3 | -2 | -4 | -7 | -2 | -9
O=C(N[C@H]1CC[C@H](CCNS(=O)(=O)Cc2ccccc2)O[C@@H]1CO)c1ccc2c(c1)OCO2 | 2 | 2 | -4 | -7 | 6 | 12 | 2 | 1
C=CCn1c(Cc2cccs2)nnc1SCC(=O)c1cccc(Br)c1 | -15 | -3 | -1 | 16 | · | 14 | 0 | ·
C/C(N)=C(/C#N)C(=O)CSc1nnc(Nc2cccc(C)c2)s1 | -25&-15 | 4 | -4 | 0&-10 | -4 | -143 | -5 | -62
CCCCNC(=S)N(CCN(CC)CC)Cc1cc2cc3c(cc2[nH]c1=O)OCCO3 | -17 | 10 | -11 | 15 | 6 | 26 | -1 | -3
Fc1ccc(C(c2nnnn2Cc2cccs2)N2CCN(c3ccccc3)CC2)cc1 (stereo not drawn) | · | 0 | 4 | · | · | 14 | 20 | ·

Three entries out of the list above, arranged by the value under ARNT-TACC3 inh, smallest number first:
mol	PGC1a acetyl inh	ARNT-TACC3 inh	PglD DTNB	GSIS activator	LGR2 antag
O=C(Nc1ccn(Cc2c(F)c(F)cc(F)c2F)n1)c1ccc(COc2cc(Cl)ccc2Cl)o1	-18	-10	-3	·	·
Fc1ccc(C(c2nnnn2Cc2cccs2)N2CCN(c3ccccc3)CC2)cc1 (stereo not drawn)	·	0	4	·	·
COC(=O)c1cnn(-c2ccc(C)c(C)c2)c1-n1cccc1	-4	1	-1	19	-19

More results follow.
Structure | PGC1a acetyl inh | ARNT-TACC3 inh | PglD DTNB | Statin myotox sup | GSIS activator | PAX8 inh HTS | Cneo AK release | LGR2 antag
C[C@H](CO)N1C[C@H](C)[C@H](CN(C)S(=O)(=O)c2cn(C)cn2)Oc2c(NC(=O)c3ccncc3)cccc2C1=O | -3 | 4 | 7 | -8 | 16 | · | -2 | -4
Cn1cc([N+](=O)[O-])c(C(=O)NCc2cc3cc(Cl)ccc3[nH]2)n1 | · | -2 | · | · | -7 | 8 | · | -5
CSC1=NCCN1C(=O)c1ccc2c(c1)OCO2 | -3 | -2 | 3 | 2 | · | -34 | -1 | ·
CCC(=O)N1c2ccc(S(=O)(=O)N3CCN(c4cc(C)ccc4C)CC3)cc2CC1C (stereo not drawn) | -4 | 2 | -2 | 6 | 4 | 14 | 0 | -2
COc1ccc(C2CC(c3cccs3)=NN2c2nc(-c3ccccc3)cs2)cc1OC (stereo not drawn) | 21 | 3 | -10 | 6 | -6 | · | 5 | -29
CO[C@H]1CN(C)C(=O)c2ccc(NC(=O)C3CCCCC3)cc2OC[C@@H](C)NC[C@@H]1C | · | -2 | 1 | 2 | 1 | -5 | -1 | 3
C=CCn1c(C)cc(C(=O)COC(=O)[C@@H](NC(=O)c2ccccc2Cl)C(C)C)c1C | · | -7 | · | · | -11 | -33 | · | ?
O=C(N=C1SC2CS(=O)(=O)CC2N1CCc1ccc(F)cc1)C1CCCCC1 (stereo not drawn) | 10 | -8 | 3 | 8 | -2 | -11 | 0 | 10
CO[C@@H]1CN(C)C(=O)c2cc(NC(C)=O)ccc2OC[C@H](C)N(Cc2ccc(F)cc2)C[C@@H]1C | 4 | -6 | -3 | 0 | -14 | · | -4 | -2
CC(=O)c1ccc(Oc2ccc(C(C)=O)cc2)cc1 | -11 | -27 | 5 | 21 | · | -85 | -4 | ·
CC(C)NC(=O)N(C)C[C@@H]1OCc2cn(nn2)CCCC(=O)N([C@H](C)CO)C[C@H]1C | -5&-4 | -23 | -4&2 | 5&-5 | 0&2 | -10&-3 | -1&0 | 4
Cc1ccc(Sc2ccc(NC(=O)CCN3C(=O)NC4(CCCC4)C3=O)cc2)c(C)c1 | -2 | 2 | -1 | 7 | -37 | 14 | -2 | 17
Cc1ccsc1C(=O)N1CCN(S(=O)(=O)c2cccs2)CC1 | 5 | -3 | 9 | 7 | 19 | 2 | 0 | 9
CC(C)C[C@H](NC(=O)[C@H](Cc1ccccc1)n1c(=O)[nH]c2ccccc2c1=O)C(=O)N1CCC[C@H]1C(=O)O | 15 | -6 | -4 | 2 | · | · | 1 | ·
CCCN(C(=O)COC(=O)CCOc1ccc(C)cc1)c1c(N)n(Cc2ccccc2)c(=O)[nH]c1=O | · | -4 | 2 | 3 | 4 | -13 | 6 | 6
CCOC(=O)c1sc(NC(=O)c2cc3n(n2)C(C(F)(F)F)CC(c2cccs2)N3)c(C(=O)OCC)c1C (stereo not drawn) | -15 | -1 | 2 | -17 | -7 | · | 2 | 17
N#C/C(=C\c1ccc(N2CCOCC2)o1)C(=O)N1CCOCC1 | 20 | 18 | 1 | 0 | 1 | 3 | -4 | 10
COc1ccc(S(=O)(=O)Nc2ccc3c(c2)C(=O)N([C@H](C)CO)C[C@H](C)[C@H](CN(C)C(=O)NC2CCCCC2)OCCCC[C@@H](C)O3)cc1 | -5 | -9 | -2 | · | 5 | -21 | 1 | 0
CC(O)(c1cccnc1)c1nc(-c2cccc(C#N)c2)cs1 (stereo not drawn) | · | · | -1 | 2 | · | 2 | -15 | -2
O=C(c1cc(-c2ccccc2Cl)nc2ccccc12)N1CCOCC1 | 5 | -3 | 1 | · | 23 | 17 | -1 | -1
CCCNC(=O)COc1coc(CN2CCN(Cc3ccccc3)CC2)cc1=O | 2 | -4 | 5 | -7 | -4 | 6 | -3 | 0
Cc1cc(C)cc(-n2nnc(C(=O)NCc3ccccc3)c2N)c1 | -12 | 27 | 4 | -55 | · | · | -1 | ·
CCCC(=O)Nc1ccc(C(=O)COC(=O)C2=COCCO2)cc1 | · | -3 | · | · | 25 | -22 | · | -19
CC/C(C)=N/Nc1nc(-c2cc3cccc(OC)c3oc2=O)cs1 | 3 | 5 | 0 | · | -3 | -102 | -1 | -48
Cn1ncc2c(Nc3ccc(Cl)c(Cl)c3)ncnc21 | -9 | 7 | -3 | 3 | 30 | -58 | -1 | -19
C[C@@H]1CCCCO[C@H](CN(C)C(=O)Nc2ccccc2)[C@@H](C)CN([C@H](C)CO)C(=O)c2cc(NS(=O)(=O)c3ccc(Cl)cc3)ccc2O1 | -10 | · | 4 | · | 7 | -12 | -4 | -7
COc1ccccc1NS(=O)(=O)c1cc(NC(=S)NCC2CCCO2)ccc1C (stereo not drawn) | 10 | 0 | · | -3 | 0 | 18 | · | 5
CCSc1cc(N2CCOCC2)nc(-c2ccccc2)n1 | · | -3 | · | · | -5 | -4 | · | -13
N/C(=N\OC(=O)Oc1ccccc1)c1cccc([N+](=O)[O-])c1 | · | -21 | · | · | 12 | 5 | · | 10
CN(C)C(=O)CCc1ccc2c3c([nH]c2c1)[C@]1(C)[C@@H](C(=O)N2CCOCC2)C[C@H](CC(=O)NCCN2CCOCC2)C(=O)N1CC3 | · | -2 | 7 | 12 | 0 | 14 | 0 | -12
Cc1c(C(=O)N2CCCCC2)c(S(=O)(=O)NCCc2ccc(Cl)cc2)c(C)n1C | 13 | · | -3 | 11 | -19 | -12 | 6 | 5
O=C(C1CC1)N1CC2(C1)[C@@H](c1ccccc1)[C@@H](CO)N2Cc1cncnc1 | 6 | · | · | · | 14 | 3 | · | 9
Cc1noc(C)c1C(=O)Nc1ccccc1-c1ccccc1 | 9 | -4 | · | -10 | 14 | · | 8 | -1
Cc1cccc(-n2nc3c(c2NC(=O)c2cc4ccccc4o2)CS(=O)(=O)C3)c1 | · | -3 | 2 | 7 | 15 | 6 | -2 | -14
N#CCCn1cnc2c(=S)nc[nH]c21 | -2 | -6 | 3 | 5 | 15 | · | 1 | -4
C[C@H]1CCCCO[C@H](CN(C)Cc2ccc3c(c2)OCO3)[C@@H](C)CN([C@@H](C)CO)C(=O)c2cc(N(C)C)ccc2O1 | -34 | 6 | -3 | 6 | 1 | 22 | 3 | 4
CC(C)(C)NC(=O)COc1ccc(CNCCc2ccccc2)cc1 | -7 | -1 | 6 | -1 | 4 | -3 | -1 | 22
O=C(C[C@H]1CC[C@@H](NC(=O)C2CCC2)[C@@H](CO)O1)NC1CCCCC1 | -1 | 3 | 1 | -2 | -8 | · | -1 | 8

Among those listed so far, four have an aryl thioether with sulfur outside any ring:
Structure | PGC1a acetyl inh | ARNT-TACC3 inh | PglD DTNB | Statin myotox sup | GSIS activator | PAX8 inh HTS | Cneo AK release | LGR2 antag
C=CCn1c(Cc2cccs2)nnc1SCC(=O)c1cccc(Br)c1 | -15 | -3 | -1 | 16 | · | 14 | 0 | ·
C/C(N)=C(/C#N)C(=O)CSc1nnc(Nc2cccc(C)c2)s1 | -25&-15 | 4 | -4 | 0&-10 | -4 | -143 | -5 | -62
Cc1ccc(Sc2ccc(NC(=O)CCN3C(=O)NC4(CCCC4)C3=O)cc2)c(C)c1 | -2 | 2 | -1 | 7 | -37 | 14 | -2 | 17
CCSc1cc(N2CCOCC2)nc(-c2ccccc2)n1 | · | -3 | · | · | -5 | -4 | · | -13
